CAL PDZ FP-1: untagged CAL PDZ binding inhibitors, primary screen, biochemical, fluorescence polarization, HTS | inhibition, % at 24.9 µM | AID 602252, 2012 | purified CAL PDZ, TMR-peptide fluorescence polarization, 1 h | actives 0.92% (n = 300,000) | Golgi-associated PDZ and coiled-coil motif-containing protein (Homo sapiens), Q9HD26;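 active = mean inhibition of at least 30% with at least half of replicates also reaching 30%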;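 note: 0% = DMSO neutral control and 100% = excess unlabeled competitor peptide PRC23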
CAL PDZ FP-2: CAL PDZ peptide-binding inhibitors, primary screen, biochemical, fluorescence polarization, Cer-tagged CAL PDZ, HTS; actives 0.02% (n = 330,000); AID 504414, 2011; inhibition, % at 20 µM; Golgi-associated PDZ and coiled-coil motif-containing protein (Homo sapiens), Q9HD26; purified CAL PDZ, TMR-peptide fluorescence polarization, 1 h;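 active = highest replicate inhibition of at least 40%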;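 note: plate controls were DMSO neutral control wells for no effect and unlabeled competitor peptide control wells for full effect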
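material = purified tagged CAL PDZ domain construct (CerCALP) | buffer or medium = sodium phosphate/NaCl buffer pH 7.4 with TCEP, IgG, Thesit | reagent = TMR-labelled reporter peptide T*-PRC34 bound in PDZ groove | incubation = 1 h room-temperature incubation prior to read | measured by = fluorescence polarization (mP) | evaluation = percent inhibition from loss of millipolarization | control set = unlabelled peptide and DMSO controls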
MITF TRPM1 HTS: activators of MITF-driven TRPM1 promoter reporter, primary screen, cell-based, SK-MEL-5, luciferase, single point | AID 588334, 2011 | activation, % at 12.5 µM | actives 0.75% (n = 300,000) | SK-MEL-5 TRPM1-promoter luciferase, 24 h; % of positive control, neutral wells = 0;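 active = mean activation of at least 80% with every replicate also reaching 80%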;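 note: 0% = neutral control wells and 100% = parthenolide positive control wells; values of inactives mirror those of a sister screen read the other way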
Wnt act: Wnt/beta-catenin pathway activators, primary screen, cell-based, plate reader, single point. Wnt/beta-catenin reporter cell assay, activator. activation, % at 9.35 µM. actives 1.2% (n = 300,000); in the data active = activation above about 30%, passing the limit was not always enough;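 note: 0% = neutral control wells and 100% = positive control wells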
Tat transport: E. coli Tat export inhibitors, primary screen, MC4100, TorA-mCherry reporter, fluorescence, single point; AID 488895, 2010; actives 0.036% (n = 340,000); inhibition, % at 10 µM;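 active = mean replicate inhibition at least 50% and at least half of replicates individually reaching 50%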;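 note: exported cargo escapes ClpAP degradation while cytoplasmic cargo is degraded and loses fluorescence; 0% = median of neutral control wells and 100% = median of NaSCN control wells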
SR-BI DiI-HDL act: activators of SR-BI mediated DiI-HDL uptake, primary screen, ldlA[mSR-BI] CHO cells, DiI fluorescence | actives 0.096% (n = 320,000) | 3 h; 100 = double the neutral-control signal | AID 504775, 2011 | activation, % at 12.5 µM;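 active = mean replicate activation of at least 60% and every replicate at or above 60%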;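 note: 0% = median plate neutral-control signal and 100% = twice that signal; values of inactives mirror those of a sister screen read the other way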
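system = CHO ldlA[mSR-BI] cells, LDL receptor-null, SR-BI overexpressing | medium = Ham's F12 with 0.5% BSA, HEPES 25 mM, pH 7.4 | probe or stimulus = DiI-HDL 10 µg/mL | compound dosing = single-point compound dose | incubation = compound exposure 3 h, 37 °C | technique = DiI fluorescence, bottom read | read-out = cell-associated DiI fluorescence as measure of HDL uptake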
SR-BI HDL uptake: inhibitors of SR-BI mediated HDL lipid uptake, primary screen, ldlA[mSR-BI] cells, fluorescence, single point; inhibition, % at 12.5 µM; ldlA[mSR-BI] CHO cells, DiI-HDL uptake fluorescence, 3 h; actives 0.96% (n = 320,000);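 active = mean replicate inhibition of at least 70% and a set share of replicates each scoring 70 or more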;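 note: 0% = median of neutral control wells and 100% = median of positive control wells; values of inactives mirror those of a sister screen read the other way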
Target sequence (Q61009 whole entry, looked up): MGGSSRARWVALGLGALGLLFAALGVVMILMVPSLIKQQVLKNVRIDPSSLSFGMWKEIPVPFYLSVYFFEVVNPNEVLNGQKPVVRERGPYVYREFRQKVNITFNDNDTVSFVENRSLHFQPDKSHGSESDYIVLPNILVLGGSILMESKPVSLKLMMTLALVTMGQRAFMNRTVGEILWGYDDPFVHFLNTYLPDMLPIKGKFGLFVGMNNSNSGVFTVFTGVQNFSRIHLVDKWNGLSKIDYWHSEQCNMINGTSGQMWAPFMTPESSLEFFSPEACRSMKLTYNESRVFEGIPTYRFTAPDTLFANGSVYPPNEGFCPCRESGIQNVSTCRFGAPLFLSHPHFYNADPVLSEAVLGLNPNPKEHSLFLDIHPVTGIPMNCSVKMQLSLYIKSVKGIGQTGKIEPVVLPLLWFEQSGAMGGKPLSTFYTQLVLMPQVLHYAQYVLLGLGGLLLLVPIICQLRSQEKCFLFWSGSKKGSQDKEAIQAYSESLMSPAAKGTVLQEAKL
AddAB inh: growth inhibition of E. coli expressing H. pylori AddAB, primary screen, AddAB inhibitor project, absorbance; actives 0.29% (n = 330,000); inhibition, % at 11.9 µM; AID 435030, 2010; in the data active = inhibition above about 12%;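 note: 0% = vehicle wells of infected cells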
Ecoli viability: E. coli V3065 growth inhibition, primary screen, counter-screen for AddAB inhibitor project, absorbance, OD600 | actives 0.27% (n = 330,000) | inhibition, % at 11.9 µM | 18 h;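 active = inhibition above the campaign's mean inhibition across all tested compounds plus 3 SD, cut at about 9.9% in these data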;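 note: uninfected addAB+ strain grown without phage in ampicillin broth; 0% = DMSO wells and 100% = ciprofloxacin 0.95 µg/ml wells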
phage Ecoli inh: growth loss of phage-infected E. coli, primary screen, RecBCD inhibitor project, absorbance, with phage, HTS; inhibition, % at 11.9 µM; actives 0.26% (n = 360,000); in the data active = inhibition above about 11%
Numbers without * were called inactive; · = not tested or not shown.

SMILES	CAL PDZ FP-1	CAL PDZ FP-2	MITF TRPM1 HTS	Wnt act	Tat transport	SR-BI DiI-HDL act	SR-BI HDL uptake	AddAB inh	Ecoli viability	phage Ecoli inh
O=C(Cc1cscn1)c1ccc(O)cc1O	-7.7	-1.1	-5.6	-1.9	4.1	1.1	-1.1	4.0	2.1	3.3
COC(=O)c1ccc(CN(c2ccc(OC)cc2)S(=O)(=O)c2ccccc2)cc1	-4.7	1.0	·	-0.8	-3.9	·	·	0.7	1.1	3.3
Nc1nc2c(nc(SCc3ccccc3Br)n2C2OC(CO)C(O)C2O)c(=O)[nH]1 (stereo not drawn)	-1.6	-1.5	-3.9	-7.1	-10.2	2.7	7.7	-0.7	-1.5	4.0
NC(=O)c1ccc(C2SCC(=O)N2Cc2ccccc2)cc1 (stereo not drawn)	-5.5	0.6	·	-0.7	-4.3	2.8	-2.8	3.8	-3.3	2.4
Cc1ccc(C(=O)Nc2ccc(O)cc2C(=O)O)cc1C	·	-2.1	-0.5	-1.8	-4.9	-2.2	13.1	-0.1	-2.7	2.3
CCOc1ccc2nc(N(Cc3ccccc3)C(=O)CCNC(C)=O)sc2c1	-4.1	-3.3	26.5	6.5	1.7	-29.2	29.2	·	·	0.2
COc1ccc(CCNC2=CC(=O)N(c3ccc(F)cc3)C2=O)cc1	5.7	-0.6	7.0	3.3	-4.9	5.4	-5.4	-3.1	0.7	0.5
O=C(OCc1ccc(COC(=O)c2ccccn2)cc1)c1ccccn1	1.5	1.9	·	·	-3.9	·	·	-1.9	-2.4	-1.0
C#CCOc1coc(COC(=O)c2ccccc2)cc1=O	-2.2	0.4	·	0.4	-8.7	-2.4	2.4	2.1	0.6	3.5
COC(=O)C1CCN(C(=O)c2ccc(Cl)c(S(=O)(=O)NCc3ccco3)c2)CC1	-3.5	0.0	·	3.0	16.8	-1.9	1.9	2.5	2.8	2.0
CN1CCN(S(=O)(=O)c2ccc(=O)[nH]c2)CC1	·	-0.1	-6.5	·	3.9	15.9	-15.9	0.3	0.5	0.6
Cc1cc(C)n(CCCNC(=O)C(C)(C)Oc2ccc(Cl)cc2)n1	6.2	-1.4	-6.4	-0.9	0.1	-0.7	0.7	0.4	-0.3	2.3
COc1ccc(C)cc1Nc1n[n+](-c2ccccc2)c(-c2cc(OC)c(OC)cc2Br)s1	0.0	0.6	-9.3	-5.2	20.4	-37.0	37.0	3.2	0.9	1.0
CSC(=NNC(=O)c1ccccc1O)SC	-2.4	-0.3	-4.8	·	3.2	·	·	1.9	1.7	0.5
COc1ccc(-c2noc(C3CCCN(C(=O)c4cccs4)C3)n2)cc1 (stereo not drawn)	-1.1	-2.1	14.5	-2.1	-1.9	-19.6	19.6	1.5	-0.8	1.9
O=C(c1ccc(-c2cccc(C(F)(F)F)c2)o1)N1CCOCC1	2.4	-4.5	56.6	-1.3	0.9	·	·	1.6	-0.5	0.6
CC(NC(=O)CNC(=O)c1sc2ccccc2c1Cl)c1cccnc1 (stereo not drawn)	-6.2	-2.3	7.0	0.5	0.0	-23.0	23.0	3.2	2.5	3.3
COC(=O)/C=C/C(=O)N1CCN(c2ccccc2)CC1	-0.1	0.2	-6.4	-0.8	-5.7	-1.6	1.6	0.9	-2.5	3.4
COCCCNC(=O)c1c(N)n(-c2ccc(S(N)(=O)=O)cc2)c2nc3ccccc3nc12	0.4	-0.9	7.4	-2.1	2.3	14.9	-14.9	2.8	-0.4	3.1
O=C(O)CC(NS(=O)(=O)c1c(F)cc(F)cc1Br)c1ccccc1Cl (stereo not drawn)	1.9	-0.4	-11.2	-0.2	0.0	7.4	-7.4	0.7	-2.1	1.7
CN(C)C(/C=C/Nc1ccc(C#N)cc1)=C(C#N)C#N	-4.1	-3.1	8.2	·	-3.8	16.3	-16.3	1.4	-1.6	-0.6
Nc1ncc(-n2cncn2)c(-c2ccc(Cl)cc2)n1	0.1	-1.1	7.8	2.4	-1.9	22.9	-22.9	2.3	-0.3	4.7
CCSc1nc2c(c(=O)n1CC)SC(C)C2 (stereo not drawn)	-0.3	-0.1	2.7	·	-7.4	-15.6	15.6	1.5	0.1	0.3
CC(=O)c1sc(NC(=O)COc2ccc(Cl)cc2Cl)nc1C	·	-1.0	46.7	6.5	7.1	16.5	-16.5	1.5	-0.8	3.4
Cc1cccc(S(=O)(=O)Nc2cccc3c2C(=O)c2ccccc2-3)c1	-3.7	0.6	4.2	-2.8	-5.9	26.0	-26.0	5.3	-2.0	2.5
The list continues:
SMILES	CAL PDZ FP-1	CAL PDZ FP-2	MITF TRPM1 HTS	Wnt act	Tat transport	SR-BI DiI-HDL act	SR-BI HDL uptake	AddAB inh	Ecoli viability	phage Ecoli inh
COc1cccc(C2C(C(=O)c3sc(C)nc3C)=C(O)C(=O)N2CCN2CCOCC2)c1OC (stereo not drawn)	·	1.2	·	0.5	-8.6	0.8	-0.8	4.1	0.4	0.4
O=C(CSc1nc2c(sc3ccccc32)c(=O)n1CCCN1CCCC1)NCc1ccccc1	1.3	-4.2	-8.2	10.0	-1.0	-0.6	0.6	0.6	0.0	3.0
CC(=O)Nc1cccc(NC(=O)CSc2nc(=O)n(CCCN3CCOCC3)c3c2CCC3)c1	·	0.2	-6.6	-4.0	-1.0	20.5	-20.5	2.0	-0.2	4.0
CC(C)(C)c1cc(CN2CCN(CCO)CC2)cc(C(C)(C)C)c1O	-9.8	·	-4.4	-0.6	2.9	0.8	-0.8	1.3	-2.7	2.8
COc1ccccc1C(=O)NC(CCSC)C(=O)N1CCN(C/C=C/c2ccccc2)CC1 (stereo not drawn)	4.7	-1.7	-19.1	1.5	10.3	-20.4	20.4	0.5	2.8	3.1
Cc1ccc(C(=O)O/N=C(\N)c2cccnc2)cc1[N+](=O)[O-]	-3.6	-1.1	42.5	-1.5	-8.5	31.5	-31.5	0.0	0.5	2.7
COc1ccc2ccccc2c1C1CC(=O)N2CN(Cc3ccco3)CSC2=C1C#N (stereo not drawn)	-5.0	-0.9	·	-0.7	12.1	7.8	-7.9	-1.6	-0.6	3.0
COc1ccc2c(c1)[C@H]1[C@H](CO2)[C@H](c2ccccc2)[C@]2(C)C(=O)Nc3cc(F)c(F)cc3C(=O)N12	-3.0	-1.2	-14.8	-0.4	0.5	-10.6	10.6	2.9	0.7	2.6
NNC(=O)CSc1c(-c2ccccc2)c2cc(Cl)ccc2[nH]c1=O	·	-1.0	-5.0	-0.7	-2.5	16.9	-16.9	·	·	0.1
Cc1ccc2[nH]cc(CCNC(=O)CN3C(=O)c4ccccc4C3=O)c2c1	-2.4	-2.5	-10.4	-0.8	-1.6	5.2	-5.2	0.2	0.2	2.1
C#CCOc1ccc(/C=C2/C(=O)NN(c3ccc(F)cc3)C2=O)cc1OC	12.2	2.6	4.6	-2.1	-6.1	1.1	-1.1	-1.1	2.0	1.6
CCOC(=O)c1[nH]c(C)c(C(=O)Nc2cc(OC)ccc2OC)c1C	·	-1.6	-6.2	·	-10.7	-58.2	58.2	-0.9	-0.4	2.6
O=C(COC(=O)c1cc(Cl)nc2ccccc12)c1ccc(Cl)cc1	·	-0.9	-4.6	-1.9	12.8	-2.2	2.2	0.8	2.9	1.5
O=C(/C=C\c1ccc(-c2ccccc2)o1)c1ccccc1	-1.3	-1.3	33.0	36.9*	-2.0	18.3	-18.3	1.9	0.4	0.4
CC1CCC(NC(=O)C(NS(=O)(=O)c2cccc3nsnc23)C(C)C)CC1 (stereo not drawn)	·	0.5	-4.9	-1.4	-4.1	-24.7	24.7	0.2	-1.4	1.4
COc1cccc(C(=O)Nc2ccccc2-c2ccccc2)c1	1.7	0.7	1.3	-0.1	-3.4	-8.9	8.9	1.3	-2.5	-1.8
Cc1ccc(CNC(=O)c2ccccc2NC(=O)C2=CSCCO2)cc1	3.3	-3.8	2.8	-1.5	5.1	-34.3	34.3	0.1	-0.1	2.8
CC1CCN(CC(=O)N(C)c2c(N)n(Cc3ccccc3)c(=O)[nH]c2=O)CC1	-0.7	-2.1	0.6	1.3	3.3	6.8	-6.8	·	·	1.4
Cc1ccc(C2C3=C(CC(C)(C)CC3=O)NC3=C2C(=O)CC(C)(C)C3)o1	-4.3	-1.7	-10.0	0.0	1.8	11.3	-11.3	3.0	0.3	1.7
COc1ccc(NC(=O)Nc2cnccn2)cc1OC	-0.2	-2.5	-9.8	0.7	-1.4	5.0	-5.0	-1.4	0.2	-1.8
COc1cc(CN2CCCC(CO)(Cc3ccccc3C)C2)cc2c1OCO2 (stereo not drawn)	-3.0	-1.1	-7.0	-0.9	5.7	-0.1	0.1	-0.8	0.2	4.7
CCOc1ccc(NC(=O)Nc2cccs2)cc1	-2.7	1.4	20.6	-11.1	-12.7	11.6	-11.6	0.2	1.1	2.8
O=C(COC(=O)c1ccccn1)Nc1nccs1	5.8	0.8	3.6	-5.6	4.6	8.1	-8.1	-0.2	-0.4	2.9
CC1(C)CNC(=O)c2sc(NC(=O)c3ccccc3)nc2C1	-1.7	-1.7	90.7*	0.1	-2.6	·	·	-2.6	-0.3	-0.1
CCCCSc1ccc(NC(=O)c2cccnc2)cc1	·	-0.1	7.9	·	8.8	18.7	-18.7	1.7	-2.0	3.2

Arranged by count of non-hydrogen atoms (descending): some entries from above.
SMILES	CAL PDZ FP-1	CAL PDZ FP-2	MITF TRPM1 HTS	Wnt act	Tat transport	SR-BI DiI-HDL act	SR-BI HDL uptake	AddAB inh	Ecoli viability	phage Ecoli inh
COc1ccc2c(c1)[C@H]1[C@H](CO2)[C@H](c2ccccc2)[C@]2(C)C(=O)Nc3cc(F)c(F)cc3C(=O)N12	-3.0	-1.2	-14.8	-0.4	0.5	-10.6	10.6	2.9	0.7	2.6
COc1ccc2ccccc2c1C1CC(=O)N2CN(Cc3ccco3)CSC2=C1C#N (stereo not drawn)	-5.0	-0.9	·	-0.7	12.1	7.8	-7.9	-1.6	-0.6	3.0
O=C(O)CC(NS(=O)(=O)c1c(F)cc(F)cc1Br)c1ccccc1Cl (stereo not drawn)	1.9	-0.4	-11.2	-0.2	0.0	7.4	-7.4	0.7	-2.1	1.7
Cc1ccc(C(=O)O/N=C(\N)c2cccnc2)cc1[N+](=O)[O-]	-3.6	-1.1	42.5	-1.5	-8.5	31.5	-31.5	0.0	0.5	2.7
CCOc1ccc(NC(=O)Nc2cccs2)cc1	-2.7	1.4	20.6	-11.1	-12.7	11.6	-11.6	0.2	1.1	2.8
CCSc1nc2c(c(=O)n1CC)SC(C)C2 (stereo not drawn)	-0.3	-0.1	2.7	·	-7.4	-15.6	15.6	1.5	0.1	0.3

Assay outcomes (PubChem BioAssay)
